Bioassay records (PubChem BioAssay)
P. falciparum M17LAP: P. falciparum M17LAP inhibitors, primary screen, biochemical, fluorogenic H-Leu-NHMec substrate, 1536-well (AID 1619). hit rate 0.38% among 220,000. recombinant M17LAP, H-Leu-NHMec fluorogenic kinetic assay; higher % means a stronger effect. inhibition, % at 30 µM, or IC50 in µM where a hit was titrated;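 active = compound inhibiting the enzyme by more than half at any dose during confirmatory dose-response retesting; inconclusive = strong single-dose inhibitors picked by rank but not retested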;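 also: plate controls were full reaction with DMSO carrier for no effect and no enzyme background for full effect; strong numbers were not always called active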
RSV antiviral HEp-2: inhibition of RSV-induced cytopathic effect – HEp-2 cells, primary 10 µM value included (AID 2391) | hit rate 0.13% among 310,000 | CPE inhibition, % at 10 µM, or IC50 in µM where a hit was titrated | HEp-2 cells, RSV-induced CPE inhibition; higher % means a stronger effect; in the data active = a potency from the dose series; inconclusive = CPE inhibition mostly from about 23% at the one dose, without a potency; inactive = the rest, 99 in 100 with CPE inhibition below about 21%; also: strong numbers were not always called active
human PMI inhibitors: MPI inhibition at elevated mannose 6-phosphate – biochemical, fluorescence intensity, high mannose 6-phosphate, primary screen (AID 1220); inhibition, % at 20 µM; hits with a dose series show IC50 in µM; hit rate 0.66% among 190,000; recombinant PMI enzyme, coupled fluorescence intensity; higher % means a stronger effect
T cell modulator: T cell immune modulation candidate. 2C CD8+ T cell-vesicle binding, flow cytometry; active compounds read low. hit rate 0.068% among 330,000. calls only at 7 µM;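 active = response, share of CD8 T cells binding vesicles, and their 90th percentile fluorescence all below set limits, cut at about 80% in these data, passing the limit was not always enough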
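Material: 2C TCR transgenic mouse naive CD8+ T cells, MACS-purified. Also added: QL9-charged Drosophila Ld/ICAM-1/B7-1 vesicles. Timing: binding 1.5 h at 37 °C. Measured by: high-throughput flow cytometry with anti-B7-1 and anti-CD8 staining. Read-out: percent CD8+ FL2 mean versus row control. Controls: Unloaded micro-vesicles (low), QL9 vesicles with 0.7% DMSO (high).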
M1AAP inhibition: P. falciparum M1AAP inhibitors, biochemical, fluorogenic H-Leu-NHMec substrate, 1536-well (AID 1445) | recombinant M1AAP, H-Leu-NHMec fluorogenic kinetic assay; higher % means a stronger effect | inhibition, % at 30 µM, or IC50 in µM where a hit was titrated | hit rate 0.42% among 220,000;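 active = primary inhibition above the hit cutoff, then over 50% inhibition at one or more dose response concentrations, cut at about 23% in these data, passing the limit was not always enough; inconclusive = conflicting primary data, or primary hits not chosen for dose response; inactive = low primary inhibition, or under 50% at every dose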;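 also: plate controls were DMSO full reaction for no effect and no enzyme background for full effect; strong numbers were not always called active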
TNAP activation fold: human TNAP enzyme activators, primary screen, biochemical, luminescent, no phosphate acceptor, uHTS (AID 1001) | purified TNAP, luminescent activation assay, no phosphate acceptor; higher activation fold means a stronger effect | activation fold at 20 µM; hits with a dose series show EC50 in µM | hit rate 0.03% among 200,000; in the data active = activation fold from about 3, or a potency from the dose series; inactive = the rest, 99 in 100 with activation fold below about 1.6; also: many of its hits are not listed in these tables
UTI89 phage lysis: inhibition of K1F phage lysis, E. coli UTI89, bacterial capsule biogenesis inhibitors, alamar blue (AID 488966) | one-dose inhibition, % at 100 µM; IC50 in µM for titrated hits | E. coli UTI89 K1F phage lysis, alamar blue, 2 h; higher % means a stronger effect | hit rate 0.02% among 340,000;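 active = phage lysis inhibition, versus mean bacterial control, above a set limit; inconclusive = no clear call, values can overlap the other calls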;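 also: capsule biogenesis inhibitors block K1F phage lysis so surviving cells raise fluorescence; higher fluorescence means more inhibition of phage lysis; actives were called in the ten point dose series up to 300 µM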
PMI inhibitors: MPI enzyme activity inhibition – biochemical, fluorescence intensity, coupled assay, primary screen (AID 1209). purified PMI enzyme, coupled fluorescence intensity; higher % means a stronger effect. inhibition, % at 20 µM; hits with a dose series show IC50 in µM. hit rate 0.42% among 190,000;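 also: plate controls were DMSO vehicle for no effect and wells lacking substrate for full effect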
West Nile antiviral: inhibition of WNV-induced cytopathic effect – cell-based, CPE readout (AID 1621). hit rate 0.02% among 290,000. West Nile virus-infected cells, CPE inhibition; higher % means a stronger effect. CPE inhibition, % at 10 µM; hits with a dose series show IC50 in µM; in the data active = a potency from the dose series; inconclusive = CPE inhibition mostly from about 3.7% at the one dose, without a potency; inactive = the rest, 99 in 100 with CPE inhibition below about 2.2%; also: strong numbers were not always called active
T cell modulator vesicle-bound %: recorded beside T cell modulator, whose call it bears; double positive events, %; measured here: CD8+ vesicle-bound cell fraction;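 binding gate set so that unloaded-vesicle control wells show 10% double positive cells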
The depositor's hits bear a star; i = inactive; ? = inconclusive; · = no result given; [ ] = dose if it differs, or a comment. Rule as the data show it, unless noted: active = inhibition above about 50%; inactive = the rest.

SMILES	P. falciparum M17LAP	RSV antiviral HEp-2	human PMI inhibitors	T cell modulator	T cell modulator vesicle-bound %	M1AAP inhibition	TNAP activation fold	UTI89 phage lysis	PMI inhibitors	West Nile antiviral
O=C1c2ccccc2C(=O)N1CCCCN(C(=O)c1cc2ccccc2oc1=O)c1ccc(Cl)cc1	-14%	22µM*	11%	i	6	2%	1.1	-0.1%	17%	-1.4%
O=C(O)c1ccccc1Nc1ccc([N+](=O)[O-])cc1	27%	2.4µM*	-14%	i	48	11%	0.9	-0.1%[50 µM]	-5%	?
NC(=O)c1ccsc1NC(=O)COc1ccccc1	2%	1.6%	20%	i	30	12%	1.1	-0.4%	14%	0.7%
COc1cc(-c2nc3ccccn3c2/N=C/c2cc(OC)c(O)cc2Cl)ccc1O	15%	-0.8%	42%	i	47	?	0.7	0.9%	30%	0.5%
CC(=O)N1C2CCCCC2S[C@H]2CCCCC21 (stereo partly drawn)	-8%	0.6%	-3%	i	50	6%	1.2	0.2%	-1%	0.0%
CC(=O)NC1C2CN3CCN(C2)CC1(Cc1ccccc1)C3 (stereo not drawn)	-1%	-0.1%	-7%	i	56	2%	1.1	2.5%[50 µM]	-3%	0.1%
Cc1ccc(S(=O)(=O)N2CCCCC2)cc1NC(=O)c1ccc2c(c1)OCO2	-3%	0.8%	0%	i	49	17%	0.9	3.5%	7%	-0.9%
Cc1ccc(N2C(=O)CC(c3c[nH]c4ccccc34)C2=O)cc1 (stereo not drawn)	4%	0.8%	3%	i	56	-3%	1.1	4.2%	-7%	0.5%
COc1ccc(-c2noc(N3CCC(C(=O)NCc4ccc(Cl)cc4)CC3)n2)cc1	·	1.9%	·	i	21	·	·	13%	·	0.5%
O=C(Nc1ccc(S(=O)(=O)Nc2ncccn2)cc1)C12CC3CC(CC(C3)C1)C2	·	1.5%	·	i	64	·	·	-0.3%	·	0.0%
Cc1ccc(C(CC(=O)NCCCN(C)C)c2ccc(OC(C)C)cc2)cc1 (stereo not drawn)	9%	-0.7%	·	i	41	-6%	·	0.5%	·	1.0%
CC(C)OCc1c(C(=O)Nc2nccs2)oc2ccccc12	10%	0.4%	5%	i	50	-1%	1.1	1.6%	-10%	-1.2%

Reprinted at random: 6 records from the list, in no set order.
SMILES	P. falciparum M17LAP	RSV antiviral HEp-2	human PMI inhibitors	T cell modulator	T cell modulator vesicle-bound %	M1AAP inhibition	TNAP activation fold	UTI89 phage lysis	PMI inhibitors	West Nile antiviral
COc1cc(-c2nc3ccccn3c2/N=C/c2cc(OC)c(O)cc2Cl)ccc1O	15%	-0.8%	42%	i	47	?	0.7	0.9%	30%	0.5%
Cc1ccc(S(=O)(=O)N2CCCCC2)cc1NC(=O)c1ccc2c(c1)OCO2	-3%	0.8%	0%	i	49	17%	0.9	3.5%	7%	-0.9%
CC(=O)N1C2CCCCC2S[C@H]2CCCCC21 (stereo partly drawn)	-8%	0.6%	-3%	i	50	6%	1.2	0.2%	-1%	0.0%
NC(=O)c1ccsc1NC(=O)COc1ccccc1	2%	1.6%	20%	i	30	12%	1.1	-0.4%	14%	0.7%
Cc1ccc(C(CC(=O)NCCCN(C)C)c2ccc(OC(C)C)cc2)cc1 (stereo not drawn)	9%	-0.7%	·	i	41	-6%	·	0.5%	·	1.0%
O=C1c2ccccc2C(=O)N1CCCCN(C(=O)c1cc2ccccc2oc1=O)c1ccc(Cl)cc1	-14%	22µM*	11%	i	6	2%	1.1	-0.1%	17%	-1.4%

Remaining list, next part
SMILES	P. falciparum M17LAP	RSV antiviral HEp-2	human PMI inhibitors	T cell modulator	T cell modulator vesicle-bound %	M1AAP inhibition	TNAP activation fold	UTI89 phage lysis	PMI inhibitors	West Nile antiviral
COc1ccccc1NC(=O)c1ccc(N)cc1	7%	0.7%	0%	i	16	21%	1.1	2.8%	-3%	0.1%
O=C(Nc1ccc(F)cc1)C1CCCCC1	-7%	-0.3%	-3%	i	17	8%	1.1	1.8%	-11%	0.9%
C=CCNC(=O)NC(=O)COC(=O)[C@H](C)NS(=O)(=O)c1c(C)c(C)cc(C)c1C	·	1.2%	·	i	24	·	·	-0.1%	·	-0.1%
CSc1nnc2c(n1)OC=Nc1ccccc1-2	14%	2.5%	-22%	i	66	3%	1	-0.5%	-28%	0.0%
Cc1c(Cl)cccc1NCC(=O)Nc1ccc(Cl)cc1F	9%	19%	5%	i	25	9%	1.1	-0.3%	11%	-0.4%
CC1CCCC(NC(=O)C2CCN(S(=O)(=O)N3CCCCC3)CC2)C1C (stereo not drawn)	6%	0.3%	4%	i	20	6%	1.1	0.9%	2%	-0.4%
Cc1c(C#N)c2ccccc2n1C	3%	-0.4%	·	i	22	1%	·	-0.6%	·	0.2%
O=C(Cc1c[nH]c2ccccc12)NNC(=O)c1ccccc1	12%	1.0%	4%	i	0	-1%	1.1	-1.6%	9%	-0.4%
O=C(Cc1ccccc1)N1CCN=C1SCc1cccc([N+](=O)[O-])c1	-2%	2.1%	3%	i	58	2%	1	0.8%	9%	-0.4%
CCOc1ccc(N(C(=O)CNC(=O)c2ccco2)C(C(=O)NC2CCCC2)c2ccncc2)cc1 (stereo not drawn)	-8%	-1.3%	0%	i	42	1%	1.1	0.3%	-3%	-1.1%
O=C(c1ccco1)N1CCN(Cc2nnnn2C2CCCCC2)CC1	·	0.4%	·	i	42	·	·	-0.1%	·	0.1%
Cc1ccc(-c2c3c(=O)n(C)c(=O)n(C)c3cn2Cc2ccccc2)cc1	-1%	0.5%	-77%	i	28	10%	1	0.3%	-44%	-0.1%
Cc1cccc(NC(=O)NNC(=O)c2nn(C)cc2Br)c1	8%	0.0%	3%	i	2	0%	2.1	4.6%[50 µM]	-7%	-0.1%
Oc1ccc(C(c2nnnn2C2CCCCC2)N2CCOCC2)cc1 (stereo not drawn)	3%	1.4%	-2%	i	6	0%	1.1	0.2%	4%	1.6%
c1ccc(-c2nc(N3CCNCC3)nc3ccccc23)cc1	-83%	1.5%	3%	i	43	1%	1.1	9.3%	8%	-0.4%
Cc1ccccc1NC(=O)COc1ccc2c(c1)OC(C)(C)CC2=O	-7%	1.2%	·	i	33	-8%	·	1.0%	·	-1.1%
Cn1ncc(Cl)c1C(=O)Nc1nnc(C2CC2)s1	·	-0.1%	·	i	50	·	·	0.1%	·	0.3%
COCCCN(C(=S)NC(=O)C12CC3CC(CC(C3)C1)C2)c1c(N)n(Cc2ccccc2)c(=O)[nH]c1=O	-1%	0.2%	3%	i	33	7%	1.2	0.2%	16%	-0.9%
O=C(CSc1n[nH]c(-c2ccccc2)n1)c1ccc(O)c(O)c1	8.3µM*	-0.7%	4%	i	26	8%	0.3	0.6%	-8%	-0.6%
O=C(CCCc1nc(-c2ccc(Cl)cc2)no1)NC1CCCC1	·	-0.8%	·	i	55	·	·	0.3%	·	-1.0%
CS(=O)(=O)N1CC2CCCN2c2ccc(C(F)(F)F)cc21 (stereo not drawn)	3%	0.5%	6%	i	66	2%	1.1	12%	0%	0.6%
O=C(NCC1CCCO1)c1cc(C(=O)C2CC2)c[nH]1 (stereo not drawn)	6%	-0.8%	-1%	i	15	2%	1	0.2%	-1%	0.3%
COc1cc(SC)ccc1C(=O)OC1CCOC1=O (stereo not drawn)	6%	3.7%	-4%	i	28	9%	1.1	-0.2%	-16%	0.9%

Some of these compounds in order of formula weight, rising.
SMILES	P. falciparum M17LAP	RSV antiviral HEp-2	human PMI inhibitors	T cell modulator	T cell modulator vesicle-bound %	M1AAP inhibition	TNAP activation fold	UTI89 phage lysis	PMI inhibitors	West Nile antiviral
COc1cc(SC)ccc1C(=O)OC1CCOC1=O (stereo not drawn)	6%	3.7%	-4%	i	28	9%	1.1	-0.2%	-16%	0.9%
Oc1ccc(C(c2nnnn2C2CCCCC2)N2CCOCC2)cc1 (stereo not drawn)	3%	1.4%	-2%	i	6	0%	1.1	0.2%	4%	1.6%
COCCCN(C(=S)NC(=O)C12CC3CC(CC(C3)C1)C2)c1c(N)n(Cc2ccccc2)c(=O)[nH]c1=O	-1%	0.2%	3%	i	33	7%	1.2	0.2%	16%	-0.9%
